Source: PubChem BioAssay
ELG1 genotoxic = qHTS screen for small molecules that induce genotoxicity in human embryonic kidney (HEK293T) cells expressing luciferase-tagged ELG1. HEK293T ELG1-luciferase reporter, luminescence, 16 h. Potency, µM (top dose mostly 46 µM), for the others: at the highest dose activity change, positive = activation, usual class: activators. 330,000 tested, 1.3% active. AID 504466, 2011; also: potency is read from the fitted curve at half-maximal effect; % of control where 0% means no effect; nearly all actives have a fitted effect of over 60% in size
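Cells (2,000/well) expressing the ELG1-luciferase fusion are dosed by pin tool and kept 16 hr at 37 °C, 5% CO2. Signal comes from ONE-Glo luciferase reagent after 30 min at room temperature.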
USP2a inh = qHTS Assay for Inhibitors of Ubiquitin-specific Protease USP2a Using CHOP2 as the Reporter; Ubiquitin carboxyl-terminal hydrolase 2 (Homo sapiens), O75604; AID 463254, 2010; Potency, µM (doses to about 38.3 µM), for inactives: top-dose activity change, negative = inhibition, usual class: inhibitors; USP2 core, Ub-CHOP2 coupled fluorogenic reporter, 485/531; 330,000 tested, 0.01% active;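 also: potency is read from the fitted curve at half-maximal effect; plate controls were DMSO wells for no effect and full inhibition by NEM control for full effect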
Target sequence (O75604 whole entry, looked up): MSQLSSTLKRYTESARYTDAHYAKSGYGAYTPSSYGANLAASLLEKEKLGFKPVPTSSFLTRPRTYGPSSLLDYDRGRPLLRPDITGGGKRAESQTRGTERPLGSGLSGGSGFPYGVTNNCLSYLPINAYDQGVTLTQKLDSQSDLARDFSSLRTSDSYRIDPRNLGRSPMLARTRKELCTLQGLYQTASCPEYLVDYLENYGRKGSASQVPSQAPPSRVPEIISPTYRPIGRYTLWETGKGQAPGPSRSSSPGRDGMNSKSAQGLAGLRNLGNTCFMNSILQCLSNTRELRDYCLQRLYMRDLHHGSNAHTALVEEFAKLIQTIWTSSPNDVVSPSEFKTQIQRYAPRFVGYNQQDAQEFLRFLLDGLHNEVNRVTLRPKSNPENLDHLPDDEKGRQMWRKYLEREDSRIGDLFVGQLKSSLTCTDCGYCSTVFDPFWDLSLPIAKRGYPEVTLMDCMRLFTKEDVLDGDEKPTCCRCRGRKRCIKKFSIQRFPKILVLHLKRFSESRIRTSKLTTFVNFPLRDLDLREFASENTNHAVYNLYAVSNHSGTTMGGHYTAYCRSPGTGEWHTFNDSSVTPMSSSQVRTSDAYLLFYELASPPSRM
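Deubiquitinase activity read as fluorescence (485/531 nm) after Ub-CHOP2 cleavage activates the enterokinase reporter on its substrate; USP2 core 10nM, Ub-CHOP2 and substrate 25nM each, 30min compound preincubation then 60min RT; data normalized to NEM, curves fitted.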
PTAP TSG101 blk = qHTS Assay for Iinhibitors of HIV-1 Budding by Blocking the Interaction of PTAP/TSG101 | Tumor susceptibility gene 101 protein (Homo sapiens), Q99816 | Fluorescence polarization, FITC-PTAP peptide / Tsg101 binding | Potency, µM (top dose mostly 115 µM), without a hit: at the highest dose activity change, negative = inhibition, most hits filed as inhibitors | 340,000 tested, under 10 active | AID 493005, 2010; active = well fitted inhibition curve with a large enough effect in the main read-out, with a control signal flat, not every such curve was filed as active; inconclusive = small, poorly fitted or top-dose-only effect, or effect the other way, or a change in a side signal; inactive = no such curve, though single readings can be large or run the other way; also: potency is read from the fitted curve at half-maximal effect; % of control where 0% means no effect
Target sequence (Q99816 whole entry, looked up): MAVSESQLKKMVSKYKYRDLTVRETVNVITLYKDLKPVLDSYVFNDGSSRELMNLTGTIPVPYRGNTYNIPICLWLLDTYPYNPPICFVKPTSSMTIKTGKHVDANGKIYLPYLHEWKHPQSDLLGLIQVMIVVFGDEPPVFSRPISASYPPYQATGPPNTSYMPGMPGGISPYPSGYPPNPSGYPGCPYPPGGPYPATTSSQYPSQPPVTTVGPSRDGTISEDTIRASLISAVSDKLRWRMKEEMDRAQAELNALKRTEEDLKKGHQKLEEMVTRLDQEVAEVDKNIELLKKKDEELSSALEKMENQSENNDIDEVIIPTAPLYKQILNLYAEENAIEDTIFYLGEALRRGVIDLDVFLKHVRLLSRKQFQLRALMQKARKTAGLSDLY
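Fluorescence anisotropy tracks displacement of a FITC-tagged PTAP peptide (50 nM) from the Tsg101 binding domain (10 uM), following a 20 min room-temperature incubation at pH 7.5.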
p53 reactivation = qHTS assay for re-activators of p53 using a Luc reporter | H1299 p53-A138V BP100-luciferase reporter, luminescence, 24 h | Potency, µM (highest dose often 92.2 µM), for the others: at the highest dose activity change, positive = activation, actives largely listed as activators | 320,000 tested, 0.063% active; also: potency is read from the fitted curve at half-maximal effect; % of control where 0% means no effect; nearly all actives have a fitted effect of over 45% in size
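p53-null H1299 cells stably carrying temperature-sensitive p53-A138V and a BP100-luciferase reporter were pinned with compounds (4-point, 1:5 series) and held 24 hrs at 37 deg C. Luminescence was read 10 min after detection reagent.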
S-ASM inh = Inhibitors of Secretory Acid Sphingomyelinase (S-ASM): qHTS; Sphingomyelin phosphodiesterase (Homo sapiens), P17405; placental ASM, HMU-PC fluorogenic substrate, 60 min; Potency, µM (doses to about 57.5 µM), inactives show at the highest dose activity change, negative = inhibition, hits mostly inhibitors; 340,000 tested, 0.006% active; also: potency is read from the fitted curve at half-maximal effect
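Fluorescence read-out (Ex 386 nm, Em 447 nm) after stopping the reaction at pH 10. Enzyme: ASM from human placenta; substrate HMU-PC0, 9 uM final; 60 min, 37 °C. Compound preincubation 10 min, ambient temperature.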
BRCA1 expr act = qHTS Assay to Identify Small Molecule Activators of BRCA1 Expression; AID 624202, 2012; MCF7-BRCA1-FFLuc reporter, luminescence, 48 h; response scale: scaled: vehicle 0%, 10 µM genistein 100%; 380,000 tested, 1.1% active; Potency, µM (titrated, usually from 46.1 µM), for the others: top-dose activation, actives largely listed as activators; also: potency is read from the fitted curve at half-maximal effect; nearly all actives have a fitted effect of over 80% in size; some results filed as inactive show a strong effect at the top dose
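Activators of BRCA1 expression were detected as increased firefly luciferase luminescence in engineered MCF7 cells after 48 h compound incubation. Signals were scaled to genistein 10 microM as full activation.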
Eya2 inh = qHTS Assay for Inhibitors of the Phosphatase Activity of Eya2; Protein phosphatase EYA2 (Homo sapiens), O00167; recombinant Eya2, OMFP fluorescence dephosphorylation (OMFP is methylfluorescein phosphate); Potency, µM (doses to about 76.9 µM), for inactives: at the top dose activity, negative = inhibition, most hits filed as inhibitors; 330,000 tested, 0.006% active; AID 488837, 2010; also: potency is read from the fitted curve at half-maximal effect; % is scaled to controls: 0 for no effect and ±100 for the full control effect
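Eya2 (0.2 uM) preincubated 10 min at ambient with compound, then OMFP substrate added at 50 uM; 10 min reaction in 50 mM HEPES pH 7.5, 50 mM NaCl, 5 uM MgCl2, 0.05% BSA, 1 mM DTT. Fluorescence read at Ex 485/Em 525 nm.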
B2AR arrestin = qHTS assay of beta-arrestin-biased ligands of beta2-adrenergic receptor; Beta-2 adrenergic receptor (Homo sapiens), P07550; beta-arrestin recruitment to beta2AR, cell-based reporter; Potency, µM (doses to about 46.1 µM), for the others: top-dose activation, usual class: activators; AID 492947, 2010; 330,000 tested, 0.02% active;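 also: potency is read from the fitted curve at half-maximal effect; 0% = DMSO controls and full agonism = EC100 isoproterenol or metaproterenol; nearly all actives have a fitted effect of over 65% in size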
a7 integrin act = qHTS for Activators of Integrin-Mediated Alleviation for Muscular Dystrophy; alpha7betagal myoblasts, beta-gal FDG fluorescence, 48 h; Potency, µM (top dose mostly 38.3 µM), without a hit: at the highest dose activation, most hits filed as activators; 350,000 tested, 0.064% active;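 also: potency is read from the fitted curve at half-maximal effect; 100% = response of the positive control SU9516; nearly all actives have a fitted effect of over 60% in size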
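Alpha7betagal+/- myoblasts (passage 13) were plated 16-24 hr, then exposed to compounds (1:260 dilution of DMSO stock) for 48 hours at 37C. After MPER lysis, β-galactosidase reporter activity was read as FDG fluorescence (ex 480/em 540) after 30 minutes.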
TRPV1 agonist = HTS Assay for Compounds that Act as Agonists of the Vanilloid Receptor 1; 320,000 tested, 0.19% active; activation, % at 8.33 µM; Transient receptor potential cation channel subfamily V member 1 (Homo sapiens), Q8NER1; TRPV1-expressing cells, Fluo-8 calcium influx, agonist mode; in the data active = activation above about 80%; inconclusive = between about 30% and that limit; also: 0% is about no effect
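Cells expressing TRPV1 were dye-loaded with Fluo-8 and read kinetically: 10 s baseline, 3 min after compound (agonist portion), then 2 min after EC20 capsaicin (allosteric enhancer portion). Calcium-bound dye fluorescence at 480/520 nm.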
uPA surface inh = qHTS for Inhibitors of Cell Surface uPA Generation; Potency, µM (doses to about 38.3 µM), for the others: at the highest dose activity change, negative = inhibition, hits mostly inhibitors; 330,000 tested, 0.31% active; AID 540303, 2011; cell surface uPA generation assay, qHTS; active = well fitted inhibition curve with a large enough effect; inconclusive = small, poorly fitted or top-dose-only effect; inactive = no such curve, though single readings can be large or run the other way; tested in mouse RAW 264.7 cells; also: potency is read from the fitted curve at half-maximal effect; % is scaled to controls: 0 for no effect and ±100 for the full control effect; nearly all actives have a fitted effect of over 55% in size
Active calls of the source: *; u = inconclusive; x = no result given; [ ] = another dose, or the depositor's remark. Unless noted, calls follow the shape of the dose curve; as a rule, active = well fitted curve in the direction sought with a large enough effect; inconclusive = small, poorly fitted or top-dose-only effect, or another doubt; inactive = no such curve, though single readings can be large; an effect the other way counts as inactive or inconclusive. This is a random part of the collection; overall some 2.6% were active at least once.

Values run as follows: ELG1 genotoxic	USP2a inh	PTAP TSG101 blk	p53 reactivation	S-ASM inh	BRCA1 expr act	Eya2 inh	B2AR arrestin	a7 integrin act	TRPV1 agonist	uPA surface inh
> Cc1nn(Cc2ccccc2)c(C)c1/C=N/NC(=O)c1ccccc1O
 : 2%	2%	1%	6%	-5%	11%	-7%	0.5%	14%	5	1%
> CC1(C)C2CC[C@]1(C)C(=O)N(CCCCN1CCN(c3ccccn3)CC1)C2=O
 : -4%	-2%	-2%	-3%	2%	-9%	-1%	0.4%	24%	-3	-3%
> O=C(CN(Cc1ccccc1)C(=O)c1cc2c(s1)CCC2)NCc1cccs1
 : -2%	5%	0%	2%	-3%	-15%	-4%	-0.3%	-2%	u	-2%
> Cc1nc(SC(C)C)[nH]c(=O)c1Cc1ccccc1
 : -38%[inhibitor]	-1%	-5%	-7%	6%	-14%	-3%	-0.8%	0%	-3	2%
> Cc1ccc(OCC(=O)NNC(=O)c2ccc(NC(=O)C3CC3)cc2)c(C)c1
 : 1%	0%	-2%	18%	-3%	-34%	0%	0.0%	18%	5	-4%
> CCC(=O)N1C(C(=O)O)CSC1c1ccc(OC)cc1 (centres undefined)
 : 3%	1%	-2%	3%	5%	0%	9%	-0.6%	-9%	-2	3%
> O=C(c1ccc(Sc2cccc(Cl)c2)c([N+](=O)[O-])c1)N1CCN(c2ccccn2)CC1
 : -5%	16%	6%	2%	-11%	59%	-4%	0.1%	-25%	2	-5%
> CSc1cccc(NC(=O)COC(=O)C2(c3ccccc3)CC2)c1
 : -1%	-2%	1%	-2%	-2%	-12%	-13%	-0.2%	22%	x	7%
> Cc1cc(C)c2oc(C(=O)Nc3ccc(S(=O)(=O)N4CCC(C)CC4)cc3)cc(=O)c2c1
 : -2%	2%	-1%	-5%	4%	-1%	-1%	0.3%	-3%	-1	-7%
> O=C(Nc1ccc(C(F)(F)F)cc1[N+](=O)[O-])O[C@H]1[C@H](Cc2ccccc2)NS(=O)(=O)[C@H]2C[C@@H]3C=C[C@]12O3
 : -5%	1%	0%	-7%	-16%	-43%	2%	0.3%	7%	1	-1%
> COC(=O)c1c(-c2ccco2)csc1NC(=O)C1CC=CCC1C(=O)O (centres undefined)
 : 3%	-1%	-1%	28%	-1%	-9%	7%	-0.2%	-7%	0	2%
> CCOC(=O)c1sc(NC(=O)c2ccc(OC(C)=O)cc2)nc1C
 : 0%	3%	2%	9%	2%	-15%	-12%	-1.0%	x	2	-15%
> COc1ccc(S(=O)(=O)NCCN2CCNC2=O)cc1OC
 : -2%	-1%	2%	-2%	1%	7%	4%	-2.5%	22%	1	-2%
> CC1CCCN(c2nc3c(c(=O)n(C)c(=O)n3C)n2Cc2ccccc2)C1 (centres undefined)
 : -3%	3%	-5%	-4%	-2%	-24%	-4%	0.0%	4%	26	-4%
> O=C(N/N=C/c1cc2cc3c(cc2nc1Cl)OCCO3)c1ccccc1O
 : 1%	-1%	-1%	9%	-3%	32%	0%	0.1%	5%	7	-10%

Three of the entries above in order of the uPA surface inh value, high to low:
mol,PTAP TSG101 blk,p53 reactivation,S-ASM inh,BRCA1 expr act,Eya2 inh,B2AR arrestin,a7 integrin act,TRPV1 agonist,uPA surface inh
Cc1nn(Cc2ccccc2)c(C)c1/C=N/NC(=O)c1ccccc1O,1%,6%,-5%,11%,-7%,0.5%,14%,5,1%
CC1CCCN(c2nc3c(c(=O)n(C)c(=O)n3C)n2Cc2ccccc2)C1 (centres undefined),-5%,-4%,-2%,-24%,-4%,0.0%,4%,26,-4%
O=C(c1ccc(Sc2cccc(Cl)c2)c([N+](=O)[O-])c1)N1CCN(c2ccccn2)CC1,6%,2%,-11%,59%,-4%,0.1%,-25%,2,-5%

An excerpt from above with just USP2a inh and a7 integrin act.
structure	USP2a inh	a7 integrin act
O=C(CN(Cc1ccccc1)C(=O)c1cc2c(s1)CCC2)NCc1cccs1	5%	-2%
Cc1nc(SC(C)C)[nH]c(=O)c1Cc1ccccc1	-1%	0%
Cc1ccc(OCC(=O)NNC(=O)c2ccc(NC(=O)C3CC3)cc2)c(C)c1	0%	18%
CCC(=O)N1C(C(=O)O)CSC1c1ccc(OC)cc1 (centres undefined)	1%	-9%

Next section:
Values run as follows: ELG1 genotoxic	USP2a inh	PTAP TSG101 blk	p53 reactivation	S-ASM inh	BRCA1 expr act	Eya2 inh	B2AR arrestin	a7 integrin act	TRPV1 agonist	uPA surface inh
> CS(=O)(=O)N(CC(=O)NCCSCc1cccc(Cl)c1)c1ccc2c(c1)OCO2
 : -3%	0%	-8%	0%	0%	-26%	-5%	0.3%	12%	7	8%
> Cc1ccc(CN2CCN(C(=O)c3cccc4ccccc34)CC2)cc1
 : -6%	-2%	-2%	x	-2%	-32%	-7%	-0.5%	-2%	21	-2%
> CCC(=O)Nc1ccc(Br)cn1
 : -3%	0%	-4%	-4%	-3%	-8%	6%	-0.3%	29%	2	6%
> CC(=O)OC(Cn1nc(C)cc1C)c1ccccc1 (centres undefined)
 : -1%	0%	-3%	2%	0%	16%	4%	-0.2%	12%	-5	1%
> O=C1Nc2ccc(Br)cc2/C1=N/N=C/C1=C(N2CCOCC2)C(=C\c2ccccc2)/CC1
 : -2%	4%	0%	3%	-26%	-70%	-31%	-0.2%	-57%[inhibitor]	2	3%
> CC(=O)N/C(=C\c1ccccc1)C(=O)OCC(=O)c1ccc(F)cc1
 : 0%	0%	0%	10%	0%	-2%	-23%	0.1%	-14%	-3	3%
> Cn1ccnc1-c1ccc(-c2nccn2C)cc1
 : -12%	1%	-9%	8%	2%	-24%	-2%	-0.1%	1%	-2	-2%
> Cc1ccc(Nc2cnn(C34CC5CC(CC(CC(=O)O)(C5)C3)C4)c(=O)c2Cl)cc1C
 : 0%	4%	-6%	-3%	0%	10%	32%	-0.5%	7%	-2	-1%
> Cc1cccc(C(=O)Nc2ccc(C(=O)N/N=C/c3ccco3)cc2)c1
 : x	x	-4%	x	-4%	-10%	x	x	6%	x	5%
> OCC(CO)(CO)NC(=S)Nc1cc(Cl)cc(Cl)c1
 : -2%	-1%	-3%	3%	0%	0%	21%	0.4%	6%	1	-5%
> Nc1cc(C(=O)N/N=C/c2cccc([N+](=O)[O-])c2)n[nH]c1=O
 : 1%	-1%	-2%	4%	0%	-2%	-2%	-0.4%	u	-1	0%
> Cc1cc(C)c2c(-n3cccc3)c(C(=O)NNS(=O)(=O)c3ccccc3)sc2n1
 : 0%	2%	-4%	1%	-1%	-8%	18%	-0.4%	3%	x	-1%
> COc1cc2cc(CN(CCc3ccccc3C)C(=S)NCCCN(C)C)c(=O)[nH]c2cc1OC
 : 0%	0%	-11%	-19%	21%	-69%	-15%	-0.1%	-44%	1	-1%
> CN(C)C(=O)/C(=C/c1ccc(-c2cccc([N+](=O)[O-])c2)o1)NC(=O)c1ccccc1
 : -7%	1%	-1%	x	-7%	-14%	1%	0.0%	-5%	3	-8%
> Cc1cc([N+](=O)[O-])cc2c1NC(=O)C2(O)N1CCCC(C)C1 (centres undefined)
 : -2%	-4%	-6%	1%	-1%	-14%	3%	0.2%	28%	-1	13%
> CCN(CC)CCCNC(=O)CNC(=O)c1nn(-c2ccc(OC)cc2)c(=O)c2ccccc12
 : 0%	-2%	-1%	-2%	2%	6%	8%	0.1%	4%	-2	-7%
> O=C(O)/C=C/C(=O)N1CCN(C(=O)/C=C/C(=O)O)CC1
 : 4%	2%	1%	3%	2%	-2%	-17%	-0.7%	33%	1	-2%
> COc1ccccc1CC(=O)Nc1ccc2c(c1)CCC2
 : 4%	4%	0%	6%	0%	7%	-6%	-0.4%	32%	-2	0%
> CC(C)CC(=O)Nc1ccccc1N1CCCC1
 : 0%	5%	-2%	12%	5%	-24%	-4%	-0.2%	11%	1	-6%
